High-throughput results as filed in PubChem.
S3 lipid droplet – qHTS Assay for Lipid Storage Modulators in Drosophila S3 Cells | Drosophila S3 cells, BODIPY lipid droplet fluorescence, 18-24 h; cells fed with added oleic acid | Potency in µM for hits, for the others lipid storage change, negative = inhibition, % at the top dose, mostly 46.1 µM | hit rate 0.64% among 320,000 | AID 2685; active = well fitted inhibition curve with a large enough effect in the signal ratio, with a control signal flat, not every such curve was filed as active; inconclusive = small, poorly fitted or top-dose-only effect, or effect the other way, or a change in a side signal; the % refers to the signal ratio
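Laser-scanning cytometry quantifies lipid droplet accumulation (500–530 nm total intensity; droplet/cell object ratio) in oleic acid-fed (400 uM added) Drosophila S3 cells treated with a concentration series. 20 uM Triacsin C defined 100% inhibition.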
S3 lipid droplet cell count max – recorded beside S3 lipid droplet, whose call it bears; cell number change, %; measured here: cell count max response;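 cells counted by Cell Tracker Red CMTPX staining in the red channel; peak over a dose series mostly up to 46.1 µM; percent activity relative to internal control wells on each plate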
The depositor's hits bear a star; i = inactive; ? = inconclusive; nt = no result given. % is scaled to controls: 0 for no effect and ±100 for the full control effect; potency is read from the fitted curve at half-maximal effect. Some of the compounds tested (hit frequency here may not be typical).

Values run as follows: S3 lipid droplet	S3 lipid droplet cell count max
[1] O=C(NCC1CCCO1)c1cc(C(=O)C2CCCCC2)c[nH]1 (stereo unspecified)
→ -8%	21
[2] COC(CNc1ncnc2sc(-c3ccccc3)cc12)OC
→ -6%	-4
[3] COC(=O)c1ccccc1NC(=S)NC(C)=O
→ ?	nt
[4] C/C(=N\NC(=O)c1nnn(-c2nonc2N)c1COc1ccc(F)cc1)c1ccc(Cl)cc1
→ ?	nt
[5] Cc1cccc(/C=C2\Sc3ccc(C(=O)NCC4CCCO4)cc3N(C)C2=O)c1 (stereo unspecified)
→ i	-4
[6] Cc1nc(N/N=C/c2ccccn2)sc1C
→ -4%	-11
[7] O=C(O)c1ccc(-c2nc(-c3ccccc3)c(-c3ccccc3)[nH]2)cc1
→ ?	nt

Reprinted at random: 3 records from the list, in no set order.
Values run as follows: S3 lipid droplet	S3 lipid droplet cell count max
[6] Cc1nc(N/N=C/c2ccccn2)sc1C
→ -4%	-11
[5] Cc1cccc(/C=C2\Sc3ccc(C(=O)NCC4CCCO4)cc3N(C)C2=O)c1 (stereo unspecified)
→ i	-4
[7] O=C(O)c1ccc(-c2nc(-c3ccccc3)c(-c3ccccc3)[nH]2)cc1
→ ?	nt

3 compounds already listed, arranged by the value under S3 lipid droplet, rising:
Values run as follows: S3 lipid droplet	S3 lipid droplet cell count max
[1] O=C(NCC1CCCO1)c1cc(C(=O)C2CCCCC2)c[nH]1 (stereo unspecified)
→ -8%	21
[2] COC(CNc1ncnc2sc(-c3ccccc3)cc12)OC
→ -6%	-4
[6] Cc1nc(N/N=C/c2ccccn2)sc1C
→ -4%	-11
